Screening results: PubChem, National Center for Advancing Translational Sciences (NCATS)
TDP1 inh – blocks human tyrosyl-DNA phosphodiesterase 1; Q9NUW8; recombinant TDP1, AlphaScreen DNA substrate cleavage; Potency, µM (top dose mostly 130 µM), inactives show at the top dose activity change, negative = inhibition, usual class: inhibitors; actives 0.28% (n = 350,000); AID 485290; also: nearly all actives have a fitted effect of over 40% in size
Target sequence (Q9NUW8 whole entry, looked up): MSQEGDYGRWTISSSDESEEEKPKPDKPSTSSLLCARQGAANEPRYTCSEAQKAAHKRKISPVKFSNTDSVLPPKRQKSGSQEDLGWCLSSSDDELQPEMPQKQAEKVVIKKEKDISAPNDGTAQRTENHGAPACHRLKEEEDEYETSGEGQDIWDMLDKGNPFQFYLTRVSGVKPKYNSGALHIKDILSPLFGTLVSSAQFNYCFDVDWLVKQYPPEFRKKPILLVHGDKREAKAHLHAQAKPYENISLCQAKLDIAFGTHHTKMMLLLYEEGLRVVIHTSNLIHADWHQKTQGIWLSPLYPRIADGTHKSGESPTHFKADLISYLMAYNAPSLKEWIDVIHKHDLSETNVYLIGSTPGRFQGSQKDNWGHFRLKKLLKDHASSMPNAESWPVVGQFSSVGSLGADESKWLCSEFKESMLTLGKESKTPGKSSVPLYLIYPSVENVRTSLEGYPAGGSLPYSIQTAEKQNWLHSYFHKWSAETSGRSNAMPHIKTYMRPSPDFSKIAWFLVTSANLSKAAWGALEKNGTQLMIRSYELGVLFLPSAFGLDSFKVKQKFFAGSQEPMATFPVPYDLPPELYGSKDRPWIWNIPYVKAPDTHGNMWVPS
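Signal: AlphaScreen proximity between streptavidin donor and anti-FITC acceptor beads on intact substrate. Reaction: Tdp1 1 nM, substrate 15 nM final, 5 min RT after 15 min compound preincubation.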
TDP1 cell CPT – growth inhibition of DT40 Tdp1-/-;hTDP1 cells with camptothecin (screen for TDP1 inhibitors) | AID 686979 | Potency, µM (titrated, usually from 46.2 µM), without a hit: top-dose activity change, negative = growth inhibition, actives largely listed as inhibitors | actives 12% (n = 420,000) | chicken DT40 Tdp1-/-;hTDP1 cells + 20 nM CPT, ATP luminescence, 48 h; also: nearly all actives have a fitted effect of over 55% in size
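Chicken DT40 Tdp1-/- cells stably complemented with human TDP1 were seeded at 400 cells/well in medium containing 20 nM camptothecin, exposed to pin-transferred compounds, and grown at 37 °C for at least 48 hr. Viability was read as ATP luminescence.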
TDP1 cell noCPT – qHTS for Inhibitors of human tyrosyl-DNA phosphodiesterase 1 (TDP1): qHTS in cells in absence of CPT. DT40 Tdp1-/- hTDP1 cells, no CPT, ATP luminescence, 48 h. AID 686978, 2013. actives 15% (n = 420,000). Potency, µM (doses to about 46.2 µM), without a hit: top-dose activity change, negative = growth inhibition, actives largely listed as inhibitors; also: nearly all actives have a fitted effect of over 55% in size
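Seeded 400 DT40-hTDP1 cells/well (vehicle DMSO, no 20 nM CPT); pinned compounds; ≥48 hr at 37 °C; CellTiter-Glo luminescence as viability measure.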
* = called active by the depositor; [ ] = remark or other dose. Calls follow the shape of the dose curve; as a rule, active = well fitted curve in the direction sought with a large enough effect; inconclusive = small, poorly fitted or top-dose-only effect, or another doubt; inactive = no such curve, though single readings can be large; an effect the other way counts as inactive or inconclusive. % is scaled to controls: 0 for no effect and ±100 for the full control effect; potency is read from the fitted curve at half-maximal effect.

Results for CCOc1ccc(-c2cc(OC(=O)c3ccc(OC)cc3)c3c(C)oc(C)c3c(=O)c2)cc1 ?
TDP1 inh: 5%; TDP1 cell CPT: inconclusive; TDP1 cell noCPT: inconclusive

How did O=C(COC(=O)/C=C/c1ccc([N+](=O)[O-])cc1)NCC1CCCCC1 do in these assays?
TDP1 inh: 0%; TDP1 cell CPT: -11%; TDP1 cell noCPT: 3%

What do the screens show for `CCOC(=O)N1CCC(NC(=O)c2ccccc2C(=O)O)CC1`?
TDP1 inh: -2%; TDP1 cell CPT: -6%; TDP1 cell noCPT: 11%

Results for CC(C)CCn1c(=O)c2sccc2n2c(CCCC(=O)NC(C)c3ccccc3)nnc12 (stereo not given) ?
TDP1 inh: 3%; TDP1 cell CPT: -5%; TDP1 cell noCPT: inconclusive

What do the screens show for `O=C(Nc1ccccc1Br)N1CCN2CCCCC2C1` (stereo not given)?
TDP1 inh: 3%; TDP1 cell CPT: -22%; TDP1 cell noCPT: 11%

Results for COc1cccc(NC(=O)CCc2nnc3ccc(N4CCC(C)CC4)nn23)c1 ?
TDP1 inh: 4%; TDP1 cell CPT: inconclusive; TDP1 cell noCPT: inconclusive

How did CN(CC1CCCO1)S(=O)(=O)c1ccc(C(=O)Nc2ccc(S(N)(=O)=O)cc2)cc1 (stereo not given) do in these assays?
TDP1 inh: 7%; TDP1 cell CPT: inconclusive; TDP1 cell noCPT: 10%

Results for COC(=O)c1c(NC(=O)c2nc(SCc3ccc(C)cc3)ncc2Cl)sc2c1CCCC2 ?
TDP1 inh: -2%; TDP1 cell CPT: -8%; TDP1 cell noCPT: -9%

How did CCOC(=O)c1[nH]c2ccc(OC)cc2c1NC(=O)c1cccc(OC)c1 do in these assays?
TDP1 inh: 2%; TDP1 cell CPT: 23µM*; TDP1 cell noCPT: inconclusive

Results for Cc1nc2ccc(S(=O)(=O)NCC(=O)Nc3ccc(C)c(Cl)c3)cc2s1 ?
TDP1 inh: 3%; TDP1 cell CPT: 0%; TDP1 cell noCPT: -11%

Results for O=C1C[C@H](c2ccccc2)Oc2cc(O)cc(O)c21 ?
TDP1 inh: 4%; TDP1 cell CPT: 14%; TDP1 cell noCPT: -20%

How did O=C(NCc1ccc2c(c1)OCO2)c1cc2c(s1)CSC2 do in these assays?
TDP1 inh: -1%; TDP1 cell CPT: -3%; TDP1 cell noCPT: -20%

What do the screens show for `COc1ccccc1C(=O)NC(CCSC)C(=O)NNC(=O)c1csc(N2CCOCC2)n1` (stereo not given)?
TDP1 inh: 4%; TDP1 cell CPT: -12%; TDP1 cell noCPT: -22%

How did COc1ccc(OCc2n[nH]c(=S)n2-c2ccc(C)cc2)cc1 do in these assays?
TDP1 inh: 2%; TDP1 cell CPT: 15%; TDP1 cell noCPT: 1%

What do the screens show for `CCOC(=O)Cc1ccc(NC(=O)c2ccc(C(C)(C)C)cc2)cc1`?
TDP1 inh: 2%; TDP1 cell CPT: 18µM*; TDP1 cell noCPT: 15µM*

What do the screens show for `COCCCNC(=O)CN(c1ccc(F)cc1)S(=O)(=O)c1ccc2c(c1)OCCO2`?
TDP1 inh: 6%; TDP1 cell CPT: 9%; TDP1 cell noCPT: -5%

Results for COc1cccc(NS(=O)(=O)c2ccc3c(c2)n(C)c(=O)c(=O)n3C)c1 ?
TDP1 inh: 2%; TDP1 cell CPT: inconclusive; TDP1 cell noCPT: -26%

Results for O=C(O)c1ccc(CN2C[C@@H](CO)O[C@@H](n3cnc4c(Nc5ccccc5)ncnc43)C2)cc1 ?
TDP1 cell CPT: -1%; TDP1 cell noCPT: -1%

Results for CC(=O)c1ccc(N2CCN(C(=O)CCCCn3c(=O)[nH]c4ccsc4c3=O)CC2)cc1 ?
TDP1 inh: 3%; TDP1 cell CPT: 13µM*; TDP1 cell noCPT: 23µM*

How did OC(COCc1ccccc1)COCc1ccccc1 do in these assays?
TDP1 cell CPT: 4%; TDP1 cell noCPT: -9%

How did COC(=O)c1nn(-c2ccccc2)c(Sc2ccc(Br)cc2)c1/C=N/O do in these assays?
TDP1 inh: -2%; TDP1 cell CPT: inconclusive; TDP1 cell noCPT: inconclusive

How did Cc1ccc(OCCC(=O)Nc2ccc(S(=O)(=O)Nc3nccs3)cc2)cc1 do in these assays?
TDP1 inh: 3%; TDP1 cell CPT: -1%; TDP1 cell noCPT: 22%

What do the screens show for `Cc1cccc(NS(=O)(=O)c2c(C)noc2C)c1`?
TDP1 inh: 0%; TDP1 cell CPT: 8%; TDP1 cell noCPT: 2%

What do the screens show for `CCn1cc2c(n1)-c1c(oc(C(=O)Nc3cccc(C(F)(F)F)c3)c1C)CC2`?
TDP1 inh: 4%; TDP1 cell CPT: -21%; TDP1 cell noCPT: -27%

How did CN(C)c1ccc(-c2ccnc3c2CC(C)(C(=O)Nc2ccc4c(c2)OCO4)O3)cc1 (stereo not given) do in these assays?
TDP1 cell CPT: -20%; TDP1 cell noCPT: -3%

Results for Cc1ccc(C)c(NS(=O)(=O)c2csc(C(N)=O)c2)c1 ?
TDP1 cell CPT: -9%; TDP1 cell noCPT: -8%

How did COc1cc2c(cc1OC)CN(CCC(C)c1ccc(Cl)cc1)CC2 (stereo not given) do in these assays?
TDP1 cell CPT: 15µM*; TDP1 cell noCPT: 16µM*

What do the screens show for `O=C(CN1C(=O)c2ccccc2C1=O)N1CCN=C1c1ccccc1`?
TDP1 inh: 2%; TDP1 cell CPT: 13%; TDP1 cell noCPT: -3%

What do the screens show for `Cc1cc(=O)n2nc(N3CCCC3C(=O)Nc3ccc(C(C)C)cc3)sc2n1` (stereo not given)?
TDP1 cell CPT: -10%; TDP1 cell noCPT: -52%

What do the screens show for `CC1CCN(C(=O)c2nc[nH]c2C(=O)N2CCC(C)CC2)CC1`?
TDP1 inh: 1%; TDP1 cell CPT: 2%; TDP1 cell noCPT: 17%

Results for COC(=O)c1cccc(Nc2c(-c3cc(Br)ccc3O)nc3nc[nH]n23)c1 ?
TDP1 inh: 1%; TDP1 cell CPT: inconclusive; TDP1 cell noCPT: inconclusive

How did CC(C)(C)OC(=O)N(Cc1ccco1)S(=O)(=O)c1ccccc1Br do in these assays?
TDP1 cell CPT: -14%; TDP1 cell noCPT: 3%

Results for COCCn1c(=O)c2ccccc2c2ccccc2c1=O ?
TDP1 inh: 2%; TDP1 cell CPT: 5%; TDP1 cell noCPT: -6%

Results for CCOC(=O)Cn1nc(-c2ccccc2)c2cnc3ccc(CC)cc3c21 ?
TDP1 inh: 1%; TDP1 cell CPT: inconclusive; TDP1 cell noCPT: inconclusive

What do the screens show for `O=[N+]([O-])c1cc(C(F)(F)F)ccc1N1CCC(O)CC1`?
TDP1 cell CPT: -21%; TDP1 cell noCPT: -20%

How did Cn1c(=O)c2c(nc(OC/C=C/c3ccccc3)n2C)n(C)c1=O do in these assays?
TDP1 cell CPT: -27%; TDP1 cell noCPT: -19%

What do the screens show for `CCCCOc1ccc(C(=O)NNC(=S)NC(=O)CC)cc1`?
TDP1 inh: 6%; TDP1 cell CPT: 4.6µM*; TDP1 cell noCPT: 2.6µM*

What do the screens show for `Cn1c(=O)oc2cc(S(=O)(=O)N3CCN(c4ccccn4)CC3)ccc21`?
TDP1 inh: 5%; TDP1 cell CPT: -6%; TDP1 cell noCPT: -14%

How did COc1ccc(-n2nc(C(=O)Nc3ccc(Cl)cn3)c3c4ccccc4n(C)c3c2=O)cc1Cl do in these assays?
TDP1 inh: -2%; TDP1 cell CPT: 10%; TDP1 cell noCPT: -1%

How did O=C(N/C(=C\c1ccco1)C(=O)N1CCC(O)CC1)c1ccccc1 do in these assays?
TDP1 cell CPT: 6%; TDP1 cell noCPT: 16%

3 compounds from above, ordered by SMILES length, highest first:
Results for CC(=O)c1ccc(N2CCN(C(=O)CCCCn3c(=O)[nH]c4ccsc4c3=O)CC2)cc1 ?
TDP1 inh: 3%; TDP1 cell CPT: 13µM*; TDP1 cell noCPT: 23µM*

How did COc1cc2c(cc1OC)CN(CCC(C)c1ccc(Cl)cc1)CC2 (stereo not given) do in these assays?
TDP1 cell CPT: 15µM*; TDP1 cell noCPT: 16µM*

Results for O=C1C[C@H](c2ccccc2)Oc2cc(O)cc(O)c21 ?
TDP1 inh: 4%; TDP1 cell CPT: 14%; TDP1 cell noCPT: -20%

Next section.
What do the screens show for `COc1ccc(Cl)cc1C(=O)NCCCN1CCOCC1`?
TDP1 inh: 4%; TDP1 cell CPT: 21%; TDP1 cell noCPT: 2%

What do the screens show for `O=C(CSc1ccc(Cl)cc1)Nc1ncccn1`?
TDP1 inh: 1%; TDP1 cell CPT: -20%; TDP1 cell noCPT: -84%

How did CC(=O)c1cc(-c2ccc(F)cc2)n(CCC(=O)NCc2ccc(C)cc2)c1C do in these assays?
TDP1 inh: 4%; TDP1 cell CPT: inconclusive; TDP1 cell noCPT: inconclusive

What do the screens show for `CN(CCOc1ccc(Br)cc1)C(=O)CNC(=O)c1ccc2ccccc2c1`?
TDP1 inh: 9%; TDP1 cell CPT: -16%; TDP1 cell noCPT: inconclusive

How did CC(=O)c1cc(C#N)c(Oc2ccc(Cl)cc2Cl)nc1C do in these assays?
TDP1 cell CPT: 9%; TDP1 cell noCPT: -3%

Results for COc1ccc(N2CCN(c3cc(C)nc4nc(-c5ccc(C)cc5)nn34)CC2)cc1 ?
TDP1 inh: -2%[12.3 µM]; TDP1 cell CPT: -1%; TDP1 cell noCPT: -3%

Results for COc1nsnc1NS(=O)(=O)c1ccc(NC(=S)NC(=O)c2ccncc2)cc1 ?
TDP1 inh: -5%; TDP1 cell CPT: 6%; TDP1 cell noCPT: inconclusive

How did CCC(=O)Nc1ccc(C(=O)NCCCn2ccnc2)cc1 do in these assays?
TDP1 inh: -7%; TDP1 cell CPT: 19%; TDP1 cell noCPT: 24%

Results for C/C(=N\NC(=O)NC1CCCCC1)C1CCCCC1 ?
TDP1 inh: 3%; TDP1 cell CPT: -19%; TDP1 cell noCPT: -5%

How did Cc1nn(-c2ccccc2)nc1C(=O)Nc1nnc(C(F)(F)F)s1 do in these assays?
TDP1 inh: 2%; TDP1 cell CPT: inconclusive; TDP1 cell noCPT: inconclusive

How did CCCC(=O)N1CCCC1(C)C(=O)Nc1ccc(OC(F)F)cc1 (stereo not given) do in these assays?
TDP1 cell CPT: 9%; TDP1 cell noCPT: -7%

What do the screens show for `Cc1ccc2c(=O)c(C(=O)c3ccccc3)cn(CC(=O)NCc3ccccc3)c2n1`?
TDP1 inh: 4%; TDP1 cell CPT: inconclusive; TDP1 cell noCPT: inconclusive

How did Cc1cc(C)c(S(=O)(=O)N2CCCC2)c(C)c1 do in these assays?
TDP1 inh: 1%; TDP1 cell CPT: -18%; TDP1 cell noCPT: -17%

How did CCN(C(=O)COc1ccc(C(C)=O)cc1)c1cccc2ccccc12 do in these assays?
TDP1 inh: 0%; TDP1 cell CPT: 15µM*; TDP1 cell noCPT: inconclusive

What do the screens show for `COc1ccc(CCNC(=O)c2ccc(N(C)S(=O)(=O)c3ccccc3)cc2)cc1`?
TDP1 inh: 1%; TDP1 cell CPT: inconclusive; TDP1 cell noCPT: inconclusive

How did Cc1ccc(NS(=O)(=O)c2cccc(C(=O)NC3CCN(Cc4ccccc4)CC3)c2)c(C)c1 do in these assays?
TDP1 cell CPT: 9.2µM*; TDP1 cell noCPT: inconclusive

Compounds from the list above containing two or more sulfur atoms (8):
How did CN(CC1CCCO1)S(=O)(=O)c1ccc(C(=O)Nc2ccc(S(N)(=O)=O)cc2)cc1 (stereo not given) do in these assays?
TDP1 inh: 7%; TDP1 cell CPT: inconclusive; TDP1 cell noCPT: 10%

Results for COC(=O)c1c(NC(=O)c2nc(SCc3ccc(C)cc3)ncc2Cl)sc2c1CCCC2 ?
TDP1 inh: -2%; TDP1 cell CPT: -8%; TDP1 cell noCPT: -9%

Results for Cc1nc2ccc(S(=O)(=O)NCC(=O)Nc3ccc(C)c(Cl)c3)cc2s1 ?
TDP1 inh: 3%; TDP1 cell CPT: 0%; TDP1 cell noCPT: -11%

How did O=C(NCc1ccc2c(c1)OCO2)c1cc2c(s1)CSC2 do in these assays?
TDP1 inh: -1%; TDP1 cell CPT: -3%; TDP1 cell noCPT: -20%

What do the screens show for `COc1ccccc1C(=O)NC(CCSC)C(=O)NNC(=O)c1csc(N2CCOCC2)n1` (stereo not given)?
TDP1 inh: 4%; TDP1 cell CPT: -12%; TDP1 cell noCPT: -22%

How did Cc1ccc(OCCC(=O)Nc2ccc(S(=O)(=O)Nc3nccs3)cc2)cc1 do in these assays?
TDP1 inh: 3%; TDP1 cell CPT: -1%; TDP1 cell noCPT: 22%

Results for Cc1ccc(C)c(NS(=O)(=O)c2csc(C(N)=O)c2)c1 ?
TDP1 cell CPT: -9%; TDP1 cell noCPT: -8%

Results for COc1nsnc1NS(=O)(=O)c1ccc(NC(=S)NC(=O)c2ccncc2)cc1 ?
TDP1 inh: -5%; TDP1 cell CPT: 6%; TDP1 cell noCPT: inconclusive
